aDG glyco act = alpha-DG glycosylation activation; activation, % at 10 µM; Pro5-aDG cells, alpha-DG glycosylation AlphaScreen (IIH6); 0% Pro5, 100% B10-LARGE cell signal; hit rate 0.22% among 360,000;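 active means activation of at least 8% versus controls, or a plate z-score of at least 8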;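 further: Pro5 are CHO cells carrying HIG-tagged alpha-DG that lacks glycosylation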
N-glyco inh = blocks N-linked glycosylation in D54 reporter cells; D54 ERlucT glycosylation luciferase reporter, 24 h; percent of 100 nM tunicamycin response; reporter increase, % at 12.5 µM; hit rate 0.23% among 360,000;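 active means mean luciferase reporter signal, scaled so untreated is 0 and the glycosylation-blocking control 100, at or above a set limit in every replicate; inconclusive means mean reaches the limit but not every replicate does; inactive means mean below the limit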;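 further: luciferase carries N-glycosylation sites so blocking glycosylation raises the light; 0% = median of neutral control wells and 100% = median of 100 nM tunicamycin wells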
HTR2A ag = activates the mouse 5-HT2A serotonin receptor; P35363; CHO-K1 mHTR2A beta-arrestin complementation, luminescence; percent of 30 µM serotonin response; activation, % at 7.6 µM; hit rate 0.66% among 360,000; AID 624169;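 active means activation above a run cutoff, the mean activation of all tested compounds plus 3 SD, cut at about 14% in these data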;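 further: 0% = plate median of compound wells and 100% = 30 µM serotonin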
Vif imaging = blocks HIV Vif function; HEK293T cells, Vif self-association by quenched fluorescence, imaging, 24 h; inhibition, % at 7.49 µM; hit rate 0.35% among 340,000; AID 602346; in the data active means inhibition above about 50%, passing the limit was not always enough; inconclusive means no clear call, values can overlap the other calls; inactive means below about 31%; further: some results filed as inactive read as strong as hits
MC4R antagonist = blocks human MC4R cAMP signaling; P32245; MC4R-expressing cells, MTII-stimulated cAMP, LANCE TR-FRET; inhibition, % at 6.5 µM; hit rate 0.48% among 360,000; AID 540295;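 active means inhibition above its plate's cutoff, the mean of tested wells on that plate plus 3 SD, cut at about 29% in these data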;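 further: 0% = Melanotan II alone and 100% = Melanotan II plus saturating MCL0020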
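Material: U2OS-MC4R stable cell line | Reagent: Melanotan II challenge after compound preincubation | Doses: One concentration, 6.5 µM nominal | Incubation: 30-min compound preincubation, 1-h Melanotan II challenge, 1-h detection, room temperature | Signal: TR-FRET cAMP assay | Replicates: One well per compound, no replicates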
H9c2 protect = myocardial damage modulation in H9c2 cells | H9c2 cardiomyocytes, H2O2 injury protection, ATPLite, 2 h | protection from H2O2 cell death, % at 20 µM | hit rate 0.63% among 360,000;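 active means compounds giving at least 50% protection of heart cells from peroxide-induced death in the single-dose screen, raw or plate-pattern-corrected value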;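 further: 0% = DMSO wells with peroxide and 100% = DMSO wells without peroxide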
ABCB6 inh 2 = blocks the human ABCB6 transporter. fluorescence ratio to DMSO, % at 10 µM. hit rate 0.19% among 360,000. K562-ABCB6 porphyrin accumulation, flow cytometry, 1 h; active compounds read low;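 active means fluorescence ratio to DMSO below 75%, the collection mean minus 3 SD; inconclusive means too few cells collected in the well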;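 further: signal is porphyrin accumulated inside mitochondria; 100% equals median channel fluorescence of DMSO control wells; lower ratio means ABCB6 inhibition with less porphyrin fluorescence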
Target sequence (Q9NP58 whole entry, looked up): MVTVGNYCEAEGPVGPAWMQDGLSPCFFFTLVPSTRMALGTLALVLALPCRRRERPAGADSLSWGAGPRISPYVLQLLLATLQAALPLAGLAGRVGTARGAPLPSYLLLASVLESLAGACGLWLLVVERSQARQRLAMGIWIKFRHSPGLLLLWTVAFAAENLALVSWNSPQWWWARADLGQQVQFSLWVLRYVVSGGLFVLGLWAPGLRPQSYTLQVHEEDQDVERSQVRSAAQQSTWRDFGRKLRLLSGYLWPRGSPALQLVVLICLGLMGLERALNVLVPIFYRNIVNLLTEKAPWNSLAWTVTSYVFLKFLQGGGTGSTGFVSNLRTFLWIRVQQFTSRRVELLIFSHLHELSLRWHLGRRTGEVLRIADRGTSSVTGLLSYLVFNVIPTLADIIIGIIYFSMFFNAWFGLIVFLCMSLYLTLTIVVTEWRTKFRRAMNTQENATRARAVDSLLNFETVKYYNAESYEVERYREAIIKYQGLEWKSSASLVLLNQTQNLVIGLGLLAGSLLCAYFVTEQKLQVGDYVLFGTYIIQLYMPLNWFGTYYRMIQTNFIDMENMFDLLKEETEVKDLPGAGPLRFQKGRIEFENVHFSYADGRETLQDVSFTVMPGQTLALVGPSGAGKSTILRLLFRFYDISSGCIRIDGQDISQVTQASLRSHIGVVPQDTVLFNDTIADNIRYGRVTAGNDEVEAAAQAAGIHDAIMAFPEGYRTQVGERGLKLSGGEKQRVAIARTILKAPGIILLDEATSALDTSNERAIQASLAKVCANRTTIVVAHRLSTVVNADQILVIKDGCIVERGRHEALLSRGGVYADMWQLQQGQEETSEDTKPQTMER
CaV13 FRET inh = Disruptors of the CACNA1D IQ motif to Ca2+-dependent inactivation inhibitor domain association, primary screening, Förster resonance energy transfer in intact living …; hit rate 0.098% among 340,000; HEK cells, CFP/YFP FRET ICDI-IQ, plate reader, 10 min; percent FRET-ratio fall versus neutral wells; inhibition, % at 12.3 µM;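 active means mean replicate inhibition of at least 30% and at least 1% of replicates passing that level; inconclusive means only one of the two criteria is met; inactive means neither criterion is met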;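 further: 0% = median of the neutral control wells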
MC4R barr agon = agonists of human melanocortin 4 receptor (MC4R) beta-arrestin; P32245; U2OS MC4R beta-arrestin complementation, luminescence; percent of melanotan II response, DMSO zero; activation, % at 8.9 µM; hit rate 0.98% among 360,000; AID 540308;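 active means activation above a per-plate cutoff, the mean activation of sample wells on that plate plus 3 SD, cut at about 8% in these data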
PDI turbidity = blocks human protein disulfide isomerase activity; hit rate 0.052% among 350,000; inhibition, % at 10 µM; P07237; PDI insulin aggregation turbidity, A650, 90 min; AID 588391;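 active means mean inhibition across replicates of 30% or more, whatever share of single replicates reach that level; inconclusive means mean inhibition below 30% while every single replicate reaches 30%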;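 further: absorbance from insulin aggregation driven by PDI reduction with DTT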
An asterisk follows results filed as active; u = inconclusive; x = no result given.

SMILES	aDG glyco act	N-glyco inh	HTR2A ag	Vif imaging	MC4R antagonist	H9c2 protect	ABCB6 inh 2	CaV13 FRET inh	MC4R barr agon	PDI turbidity
Cc1cc(-n2c(C)cc(C(=O)CSc3nnc4sc5ccccc5n34)c2C)no1	-0.1	-3	0	2	19	11	101	x	0.3	-1
CCN(CC)C(=O)N1CCN(C(=O)N2CCOCC2)CC1	0.4	-1	5	-3	0	-2	96	1	-2.1	10
COc1ccccc1NC(=O)CCSc1nnc(-c2ccco2)o1	-0.1	3	-3	-17	1	2	100	-2	-3.5	-4
Cc1cc(NC(=O)c2cc3ccccc3o2)cc(C)c1OCC(=O)N1CCOCC1	-0.2	0	3	-4	19	3	98	-5	1.0	-5
CCOC(=O)c1nnn2c3ccccc3c(=O)n(C)c12	0.0	1	7	0	19	2	93	-4	-0.6	-1
COc1ccccc1N(C1=NCCCS1)S(=O)(=O)c1ccc(C(C)(C)C)cc1	0.1	-9	-3	8	17	-14	92	-4	-1.1	-1
COCCN(Cc1cc2cc3c(cc2nc1Cl)OCO3)C(=O)Nc1ccc(F)cc1	2.8	1	-1	-67	-2	-10	96	-7	-0.2	21
COC(=O)c1[nH]c2ccccc2c1NS(=O)(=O)c1ccc(F)c(C)c1	0.5	-2	-2	3	-1	-5	100	-4	-2.9	-1
COc1ccc(Cl)cc1NC(=S)N(CCCN1CCOCC1)Cc1cn(C)c2ccccc12	-0.5	-6	-4	25	-3	-2	99	-7	-1.9	2
Cc1c(OC(=O)CNC(=O)OC(C)(C)C)ccc2c3c(c(=O)oc12)CCC3	0.2	-4	0	-4	-8	43	100	-6	-1.9	-2
Cc1c(Cl)cccc1NC(=O)CCN1CCCCCC1	-0.2	1	-2	4	0	2	97	x	0.8	5
CCOC(=O)c1nn(-c2ccccc2)c(C(=O)OCC)c1N	0.1	-1	-1	2	6	0	102	-8	-0.9	-3
Cc1nnc(NC(=O)CSc2nnc(-c3ccco3)o2)s1	-0.3	0	-2	-1	16	-2	93	x	-1.8	-2
Cc1ccc(C(=O)N2C(=O)c3cccc(N)c3C2=O)o1	0.0	5	5	-2	-12	10	99	-7	-1.3	0
O=C(/C=C/Nc1ccc(Cc2ccc(N/C=C/C(=O)C(F)(F)F)cc2)cc1)C(F)(F)F	0.0	-1	-6	4	7	1	106	-4	-0.1	-10
NC(=O)C1CCCN(C(=O)c2ccc3c(c2)NC(=O)CS3)C1 (stereo unspecified)	0.0	1	4	8	8	0	98	-2	0.2	10
CC(C(=O)NC1CC(C)(C)NC(C)(C)C1)c1ccc([N+](=O)[O-])cc1 (stereo unspecified)	0.1	2	0	2	8	-6	98	-2	-2.5	7
CC(=O)N1CCc2cc(NC(=O)C3(C)CCN3Cc3ccccc3Cl)ccc21 (stereo unspecified)	0.0	-9	2	0	-1	-1	96	-4	-0.7	-1
CCCCCn1c(SCC2CCCO2)nc2cc(C(=O)N3CCC(C(N)=O)CC3)ccc2c1=O (stereo unspecified)	0.2	0	2	-4	7	19	99	-2	-0.9	0
Cc1cc(=O)n2c(ccc3ccccc32)c1C#N	-0.1	1	1	9	3	20	97	x	-0.1	-3
Cc1cc(C)cc(N(C(=O)Cn2nnc(-c3ccccc3)n2)C(C(=O)NC2CCCCC2)c2ccccn2)c1 (stereo unspecified)	-0.2	0	0	-2	3	-5	97	-4	-2.0	-11
COc1ccc(-n2c(=O)[nH]c3cc(C(=O)NCCc4ccccc4)ccc3c2=O)cc1OC	0.0	-5	-8	-14	0	-1	97	-4	1.9	2
Cc1ccc(S(=O)(=O)NCC(c2cccnc2)N2CCc3ccccc32)cc1 (stereo unspecified)	-0.1	-2	2	-6	12	-4	98	-3	-0.9	8
Cc1cccnc1NC(=O)CNC(=O)C12CC3CC(CC(Cl)(C3)C1)C2	-0.2	-1	-3	22	-7	2	103	x	-1.9	-4
Brc1ccccc1/C=N/Nc1ccc2ccccc2n1	-0.3	-11	-5	2	-3	-11	99	-15	-0.9	-2
(cont.)
SMILES	aDG glyco act	N-glyco inh	HTR2A ag	Vif imaging	MC4R antagonist	H9c2 protect	ABCB6 inh 2	CaV13 FRET inh	MC4R barr agon	PDI turbidity
Cc1cc(C)cc(Cn2cc(CN3CC(N4CCCC4)CS3(=O)=O)nn2)c1 (stereo unspecified)	0.3	x	4	x	x	x	96	-9	x	x
Cn1c2ccccc2c2ncn(Cc3ccco3)c(=O)c21	0.1	2	4	-4	-1	12	93	-4	-1.1	-2
Cn1c(=O)[nH]c(=O)c2[nH]c(CN3CCN(Cc4ccccc4)CC3)nc21	0.2	3	-1	15	10	17	103	-7	0.0	-4
COc1ccc(C)cc1Nc1nc(N)c2ccccc2n1	0.1	2	-10	-3	-10	0	100	-1	-1.3	1
CC(O)[C@H]1CNC(=O)C(=O)N1CC1CCCCC1 (stereo partly specified)	-0.1	0	-1	-4	3	8	100	x	-3.1	3
COc1cc([N+](=O)[O-])cc2sc(NC(=O)C3CC3)nc12	-0.2	5	0	0	4	2	95	-6	-3.5	-8
CCOc1cc(/C=N/Nc2nnc(C)n2N)ccc1OC(C)=O	0.1	9	5	-5	1	-1	97	x	-1.3	8
C[C@H]1CN([C@@H](C)CO)C(=O)c2cc(C#Cc3cccnc3)cnc2O[C@H]1CN(C)Cc1ccc(F)cc1	0.1	-1	2	-3	-2	13	97	-3	-1.2	-1
C[C@@H](NC(=O)c1nc[nH]c1C(=O)N1CCN(c2ccccc2)CC1)c1ccccc1	0.3	28*	-5	3	3	6	97	-5	-1.0	-1
COc1ccc(OC)c(/C=N/NC(=O)c2ccc3nc[nH]c3c2)c1	0.1	0	1	-9	3	13	101	9	-1.8	-2
CCNc1nc(C)c(CN(C(C)=O)c2ccccc2)nc1C#N	0.0	0	-2	12	1	-3	104	-5	-1.5	3
COc1cc(/C=N/NC(=O)CC2(C)OCCCO2)ccc1OCc1ccccc1	-0.1	-2	1	24	0	1	98	-4	-1.7	8
Cc1cc(C)c(S(=O)(=O)Cc2ccccc2)c(Cl)n1	-0.1	-1	7	-3	2	8	102	-5	-0.8	8
COCCCN(C(=O)Cn1ncc2c(=O)oc3ccc(C)cc3c21)C(C)c1ccncc1 (stereo unspecified)	-0.2	0	0	-1	13	2	97	-7	1.4	x
O=C(Nc1ccc2c(c1)CN(C(=O)Nc1ccc(F)cc1)CC2)c1ccccn1	0.1	12	-4	-9	2	-7	97	-3	0.2	-8
O=C(Nc1ccc(F)c(Cl)c1)c1cc(C2CCCCN2C(=O)CCCc2ccccc2)on1 (stereo unspecified)	0.0	-5	-7	-7	-1	-7	90	-7	-0.7	1
Cc1c(C(=O)N2CCN(c3ccc(F)cc3)CC2)sc2nc3n(c(=O)c12)CCC3	-0.1	-1	-4	-6	9	2	98	-6	-0.5	-9
CCc1ccc(CN(C)C(=O)CCc2nnc(-c3ccc(-c4ccccc4)cc3)o2)nc1	0.7	-5	-1	-3	0	-14	95	-5	0.4	6
CCOc1ncccc1C(=O)Nc1ccc(C)cn1	-0.2	4	13	0	0	-3	104	x	-4.3	-4
CCN(c1ccccc1)S(=O)(=O)c1cccc(C(=O)NCCOc2ccccc2OC)c1	0.1	-2	-8	1	7	4	98	-6	-3.1	-1
CCOC(=O)c1cnc(SC)nc1N	0.1	1	0	-1	-1	11	107	x	1.9	0
Fc1cccc(Cl)c1COc1ccc(-c2nnco2)cc1	-0.1	-1	0	6	6	1	94	-2	5.4	-12
O=C(c1ccccc1)N1CCN2C(=O)c3ccccc3C12c1ccc(Cl)cc1 (stereo unspecified)	3.0	-4	-5	0	1	0	87	x	0.3	0
CCN(CC)C(=O)c1cccc(-c2csc(C(O)c3ccc(F)c(OC)c3)n2)c1 (stereo unspecified)	1.1	-3	3	-29	14	-14	92	-11	1.6	-2
O=S(=O)(NC1CCSc2ccccc21)c1ccc(Cl)nc1 (stereo unspecified)	0.1	-2	-4	1	3	2	171	-2	-1.2	-1
(continued)
SMILES	aDG glyco act	N-glyco inh	HTR2A ag	Vif imaging	MC4R antagonist	H9c2 protect	ABCB6 inh 2	CaV13 FRET inh	MC4R barr agon	PDI turbidity
CC(=O)Nc1cccc(NC(=O)c2cc(-c3ccccn3)nc3ccc(Cl)cc23)c1	0.1	0	12	70*	3	-4	108	-3	-2.2	5
C[C@@H]1CN([C@@H](C)CO)C(=O)c2cccc(NC(=O)Nc3ccc4c(c3)OCO4)c2O[C@H]1CN(C)S(=O)(=O)c1cn(C)cn1	-0.4	0	4	11	3	0	93	-2	-0.3	-9
CC1(C(=O)NS(=O)(=O)c2ccc(C#N)cc2)CCN1C(=O)CC1CC1 (stereo unspecified)	-0.1	-1	8	-11	3	0	96	-5	-1.7	19
C=CCN1c2ccc(Br)cc2C(=O)CS1(=O)=O	-0.1	2	4	x	18	9	94	-10	2.0	4
CC(C)=CCSc1nnc(CCNC(=O)OC(C)(C)C)o1	-0.2	3	1	1	0	-1	95	-4	0.7	4
O=C(CSc1ccc2nnc(-c3ccccc3)n2n1)NCC1CCCO1 (stereo unspecified)	-0.1	1	2	x	2	5	98	x	-1.8	6
Cc1ccc2c(=O)n3c(nc2c1)C(Cc1ccc(O)cc1)NC(=O)c1cc2ccccc2cc1-3 (stereo unspecified)	-0.7	14	-2	x	9	6	96	-6	-1.4	15
O=c1[nH]c2ccc(S(=O)(=O)N3CCN(Cc4ccccc4)CC3)cc2[nH]c1=O	-0.3	1	-1	7	-1	0	101	-5	-0.6	-4
CCOC(=O)C1(N(CC)CC)Sc2cc(C)ccc2NC1=O (stereo unspecified)	-0.2	11	1	2	12	-4	100	-5	0.9	-2
CC(C)c1ccc(/C=N/NC(=O)c2ccc(-n3cnnn3)cc2)cc1	0.2	-3	-2	-4	5	-4	100	-4	0.9	u
CCOC(=O)N1CCN(S(=O)(=O)c2ccc([N+](=O)[O-])cc2)CC1	-0.1	2	-2	2	12	-2	101	-1	2.7	-1
O=C(COC(=O)c1ccc[nH]c1=O)NCCC1=CCCCC1	-0.1	1	3	-12	19	4	93	-4	1.4	-1
O=S(=O)(c1ccccc1)c1ccccc1/C=N\O	0.0	-1	-2	-4	-7	-6	102	-7	0.5	4
COc1ccc(F)cc1-c1cc(C(=O)NCc2cc(C(F)(F)F)cc(C(F)(F)F)c2)[nH]n1	0.5	1	1	-4	4	-5	97	-5	5.9	8
O=C(CSc1nccc(=O)[nH]1)N1N=C2/C(=C/c3ccco3)CCCC2C1c1ccco1 (stereo unspecified)	0.3	-5	-1	-10	6	-7	95	-6	-0.9	-10
Cn1c(N2CCOCC2)c(C=O)c2ccccc21	-0.1	0	4	9	6	10	96	-5	-0.6	-3

Screening results as filed in PubChem BioAssay.
